# Assay outcomes as filed in PubChem BioAssay.
# APP 5UTR inh = APP translation inhibition; SH-SY5Y APP 5'UTR-luciferase reporter, luminescence; 190,000 tested, 0.82% active; inhibition, % at 2 µM;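 active means inhibition above a set limit, derived from the sample mean plus 3 SD, cut at about 45% in these data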; further: values of inactives mirror those of a sister screen read the other way
# TNAP inh hi DEA = TNAP (human) inhibition, high acceptor. P05186. purified TNAP, CDP-star luminescence, 1 M DEA. inhibition, % at 20 µM. 200,000 tested, 0.03% active. AID 1135;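 active means over 50% inhibition of tissue-nonspecific alkaline phosphatase at 20 µM in the single-dose screen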;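 further: plate controls were DMSO wells for no effect and EDTA-quenched wells as full inhibition for full effect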
# bIAP act = intestinal alkaline phosphatase (bovine) activation; purified bovine IAP, CDP-star luminescence, 30 min; active compounds read high; fold of DMSO-control signal, blank-subtracted; activation factor at 20 µM; 200,000 tested, 0.17% active; AID 1016;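 active means activation factor of 2 or more at 20 µM, a signal rise over negative controls twice the positive control's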
# RAM network inh = inhibitors of the yeast RAM network | S. cerevisiae dse1pr::URA3 reporter, 5-FOA growth OD615, 2 d; analog-sensitive cbk1-as2 kinase mutant strain | 190,000 tested, 1.8% active | AID 868 | inhibition, % at 50 µM;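 active means inhibition above a set limit, 3 SD over mean compound inhibition, cut at about 8.4% in these data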;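 further: 0% = DMSO-only wells with no growth and 100% = 10 µM 1-NA-PP1 full growth; inhibition rescues growth on 5-FOA so higher OD means more RAM inhibition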
# FLuc inh counter = Photinus pyralis luciferase inhibition counter-screen. P08659. ATPLite firefly luciferase biochemical luminescence, 10 min. 200,000 tested, 1.5% active. inhibition, % at 10 µM;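 active means inhibition above about 50% when tested at 10 µM, limit read from the data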
# Target sequence (P08659 whole entry, looked up): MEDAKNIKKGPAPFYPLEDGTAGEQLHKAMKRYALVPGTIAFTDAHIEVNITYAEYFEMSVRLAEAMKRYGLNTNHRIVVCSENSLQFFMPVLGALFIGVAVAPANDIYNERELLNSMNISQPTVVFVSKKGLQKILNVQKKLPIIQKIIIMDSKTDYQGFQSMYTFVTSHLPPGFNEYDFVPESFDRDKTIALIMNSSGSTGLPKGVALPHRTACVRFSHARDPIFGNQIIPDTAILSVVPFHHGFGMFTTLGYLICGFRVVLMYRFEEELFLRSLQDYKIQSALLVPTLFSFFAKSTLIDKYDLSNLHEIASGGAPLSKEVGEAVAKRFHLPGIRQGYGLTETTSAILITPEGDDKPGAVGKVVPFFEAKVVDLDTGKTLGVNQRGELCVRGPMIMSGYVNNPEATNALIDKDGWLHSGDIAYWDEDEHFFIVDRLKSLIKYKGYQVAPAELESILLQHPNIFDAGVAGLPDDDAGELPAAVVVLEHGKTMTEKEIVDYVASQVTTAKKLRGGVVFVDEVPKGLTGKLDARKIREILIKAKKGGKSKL
# FLuc stim CS = affects firefly luciferase, flagging false hits in luciferase stimulation screens; activation factor at 10 µM; 200,000 tested, under 10 active; P08659; ATPlite luciferase biochemical, luminescence, 10 min; 0 = ATP-free wells, 1 = DMSO control;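 active means luciferase activation factor, scaled between plate controls, of at least 2 with compound at 10 µM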
#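 Assay system: Luciferase/luciferin detection reagent, cell-free biochemical luciferase assay / Read-out: luciferase activation / Benchmarks: No-ATP low control, compound-free enzyme-plus-ATP high control / Medium: PBS buffer for ATP / Detection: luminescence measurement of luciferase light output / Schedule: 10 min at ambient temperature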
# TNAP act hi DEA = activators of human TNAP at high phosphate acceptor concentration. P05186. purified TNAP, CDP-star luminescence, 1 M DEA, 30 min; active compounds read high; 0 = EDTA background, 1 = DMSO-only activity. activation factor at 20 µM. 200,000 tested, under 10 active. AID 1136;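 active means activation factor at least 2 at 20 µM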
#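 Assay system: human TNAP; Input: enzyme diluted 1/800 final; Reagent: CDP-star luminogenic substrate at 100 µM final; Timing: 30 min, room temperature; Signal: luminescence; Evaluation: TNAP activation factor scaled between EDTA and DMSO control wells.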
# bIAP inhibitor = blocks bovine intestinal alkaline phosphatase activity; purified bovine IAP, CDP-star luminescence, 30 min; inhibition, % at 20 µM; 190,000 tested, under 10 active; AID 1019;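 active means over 50% inhibition of intestinal alkaline phosphatase at 20 µM in the single-dose screen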
#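 Assay system: bovine IAP enzyme; medium: DEA buffer 100 mM, pH 9.8, with MgCl2 1.0 mM, ZnCl2 0.02 mM; doses: 20 µM single dose; incubation: enzyme reaction for 30 min at room temperature; detection: CDP-star luminescence signal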
# TNAP inh noacc = TNAP (human) inhibition, acceptor-free conditions | 200,000 tested, 0.26% active | purified TNAP, CDP-star luminescence, 30 min | P05186 | inhibition, % at 20 µM;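 active means tissue-nonspecific alkaline phosphatase inhibition above about 50% at 20 µM in the single-dose screen, limit read from the data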;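 further: 0% = DMSO negative control and 100% = EDTA positive control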
# L major viab = reduces viability of Leishmania major promastigotes | resazurin fluorescence viability | inhibition, % at 10 µM | 200,000 tested, 9% active; in the data active means inhibition above about 50%;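 further: promastigotes grown with compound for 44 hours at 28 °C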
# An asterisk follows results filed as active; . = no result given.
SMILES,APP 5UTR inh,TNAP inh hi DEA,bIAP act,RAM network inh,FLuc inh counter,FLuc stim CS,TNAP act hi DEA,bIAP inhibitor,TNAP inh noacc,L major viab
CCOC(=O)N1CCN(C(=O)CSc2nc3c([nH]c4ccccc43)c(=O)n2C)CC1,-1,-1,1,3.1,4,1,1,5,-5,1
CN(C)S(=O)(=O)c1ccc(NC(=O)N2CCN(c3ccccc3)CC2)cc1,-9,-4,1,2.5,-5,1.1,1,5,-14,-10
CCN(CC)S(=O)(=O)c1cccc(C(=O)c2c(C)cc3ccccn23)c1,21,0,1,15*,-7,1.1,1,2,3,8
CS(=O)(=O)c1ccccc1-c1nc(-c2cc(C(F)(F)F)cc(C(F)(F)F)c2)no1,-7,-3,1.1,1.9,-10,1.1,1,-6,-10,-5
COc1ccc(Cl)cc1NC(=O)C1(c2cccs2)CCOCC1,-12,0,1,-0.5,-6,1.1,1,0,-10,11
CN(C)CCCN(C(=O)c1ccc2c(c1)CCCC2)c1nc2ccc(Cl)cc2s1,28,0,1,-0.2,-4,1,1,-2,2,79*
CCC(Nc1ccc(OC)cc1)C(=O)N/N=C/c1ccc([N+](=O)[O-])cc1 (stereo not given),-13,0,0.9,0.1,-3,1,1,11,-5,-4
CCOCCc1nnc(NC(=O)c2cc(OC)c(OC)cc2[N+](=O)[O-])s1,13,-6,0.9,2.3,-5,1.1,1.1,14,-7,-4
CCN(CC)S(=O)(=O)c1ccc2oc(Nc3ccc4c(c3)OCCO4)nc2c1,-19,-3,0.9,4.0,-5,1,1,8,-6,11
COc1ccc(C(=O)OC2CCN(c3ncc(C(F)(F)F)cc3Cl)CC2)cc1,.,-4,1,8.2,-4,1,1,5,-12,-4
O=C(CCc1nnc(-c2ccccc2)o1)NCC1CCN(C2CCCC2)CC1,-13,-10,1,-1.1,-6,1.1,1.1,1,-9,5
CCOc1ccc(C(CC(=O)O)NC(=O)c2cccs2)cc1OC (stereo not given),2,-6,1,3.6,-1,1,1.1,4,-9,-4
CCOC(=O)NC(c1cccc(Cl)c1)C1CCCCCC1=O (stereo not given),-2,0,1.2,-0.1,6,0.9,1,-17,24,14
Cc1ccoc1C(=O)N1CCCCC1C(=O)O (stereo not given),-24,3,0.9,3.1,-4,1,1,12,-7,0
COC(=O)c1ccc(/C=N\n2c(C)nnc2C)cc1,-11,-4,1,1.2,1,1,1,0,-16,-5
COc1ccc(NC(=O)c2nc(C)n(-c3ccc([N+](=O)[O-])cc3)n2)cc1,-7,0,1,2.4,0,1,1,5,-6,16
CCN(CC)S(=O)(=O)c1ccc(/C=C/C(=O)OCC#N)cc1,-1,-5,1.1,1.1,-6,1.1,1,-8,-16,9
CC(Oc1cc(F)ccc1[N+](=O)[O-])C(=O)N(C)CC(=O)Nc1ccccc1C(F)(F)F (stereo not given),-4,-1,0.9,1.5,-3,1,1,5,-11,-7
COCCNC(=O)/C(C#N)=C/c1ccc(OCc2ccccc2)cc1,-8,-6,0.9,2.8,-3,1,1.1,7,-8,24
O=Cc1ccc(OC(=O)C2CC(=O)N(c3ccc(F)cc3)C2)cc1 (stereo not given),4,-8,1,1.3,-7,1.1,1.1,4,-7,-4
Cc1cc(N=Cc2c(O)ccc3cc(Br)ccc23)no1,-16,0,1,-0.3,0,1,1,2,9,-5
O=C1N/C(=C\c2ccc(O)cc2)C(=O)c2ccccc21,-20,46,0.8,6.3,93*,0.1,0.5,18,47,100*
O=C(CN1CCC(n2nnc3ccccc32)CC1)Nc1ccc2c(c1)CCC2,-4,1,0.9,-1.0,-2,1,1,7,-8,36
CCCOC(=O)c1ccc2c(c1)C(=O)N(c1ccccc1)C2=O,-7,-4,0.9,5.5,-4,1,1,5,-6,0
O=C1C(=O)N(Cc2ccccc2)C(=O)N1CCOc1ccccc1,12,0,1,1.5,-3,1,1,0,-7,-1
Cc1cc([N+](=O)[O-])nn1CCCC(=O)NCc1ccc(F)cc1,3,-3,1,0.5,-7,1.1,1,-3,-3,-9
CCOC(=O)Cn1c(=O)oc2cc(S(=O)(=O)NCc3ccccn3)ccc21,-3,-4,1.3,0.7,-7,1.1,1,-26,-9,-4
CCCCNC(=O)Nc1nc(SCC(=O)OCC)n[nH]1,0,-3,1,0.3,0,1,1,2,-6,-4
O=C(c1ccco1)N1CCN(C(=O)c2cc3c(=O)oc4ccccc4c3s2)CC1,14,-2,0.9,1.3,0,1,1,7,-4,1
O=C(CSc1ncccn1)N1CCCc2ccccc21,-4,-6,0.7,-0.1,-5,1.1,1.1,26,-16,-1
CCCCCC(=O)Nc1nc(C)c(-c2csc(Nc3ccc(Cl)cc3)n2)s1,-5,0,0.9,7.4,-8,1.1,1,11,-6,29
O=C(CSC1=NCCS1)c1ccc(Cl)cc1,0,2,1,-1.2,-1,1,1,0,-21,0
COc1ccc2nc(NC(=O)C3CCCO3)sc2c1 (stereo not given),-138,-5,1,-0.4,33,0.7,1,1,0,1
O=c1cc(-c2ccccc2)[nH][nH]1,-19,-2,1,1.2,-2,1,1,4,-4,-10
O=C(CSc1nc2ccccc2n1S(=O)(=O)c1cccc([N+](=O)[O-])c1)NCc1cccs1,0,0,0.9,1.5,0,1,1,14,4,4
Cc1nnc(C)n1/N=C/c1ccccc1,17,-1,1.1,0.5,-5,1.1,1,-7,-7,-6
O=C(COc1cccnc1[N+](=O)[O-])Nc1ccc(N2CCOCC2)cc1,-9,2,1.1,2.1,-1,1,1,-14,-6,-1
O=c1c2ccccc2nc(SCc2ccccc2)n1Cc1ccco1,1,13,0.7,6.6,-2,1,0.9,26,-16,25
Cc1ccccc1C(=O)N(Cc1nc2ccccc2c(=O)[nH]1)C1CCCC1,-4,-5,1,1.8,-7,1.1,1.1,-2,2,2
O=C(CN1CCSC1=NCc1ccccc1)c1ccccc1,3,4,1,0.2,-1,1,1,0,4,-2
O=C(N1CCCC1)C12CC3CCC(CC(C3)C1)C2,19,-4,1,1.9,-5,1,1,-1,-6,-3
CC(C)C(CCN1C(=O)c2ccccc2C1=O)c1ccco1 (stereo not given),-1,0,0.8,3.0,-5,1,1,18,-2,-5
Clc1ccc2nc(CSCc3ccccc3)cn2c1,-139,-2,0.9,0.8,20,0.8,1,9,-17,10
COc1ccc(-c2nn(CCC(=O)O)cc2CCC(=O)O)cc1,-12,-7,1,0.3,-5,1.1,1.1,-2,-13,-4
O=C(NN1C(=O)c2ccccc2C1=O)C1CCCCC1,5,1,0.9,0.1,-3,1,1,5,-3,-5
C=CCNC(=O)C(C)N1C(=O)c2ccccc2C1=O (stereo not given),-3,3,0.9,-0.8,5,0.9,1,11,-6,-6
CC(C(=O)NC1CCCC1)N(C(=O)c1snc(C(N)=O)c1N)c1ccc2c(c1)OCCO2 (stereo not given),20,-8,0.9,3.3,-7,1.1,1.1,5,2,12
O=S(=O)(c1cccc2cccnc12)N1CCOCC1,-5,-1,0.9,1.4,5,1,1,8,-9,-2
CCNC(=O)COc1ccc(S(=O)(=O)Nc2ccccc2)cc1,-12,-7,0.9,1.7,-10,1.1,1.1,11,-7,1
COc1cc(OC)cc(C(=O)N2CCN(C(=O)c3cccc(F)c3)CC2)c1,16,-3,1.1,1.6,-5,1.1,1,-6,-7,-2

# 2 records drawn at random from those above, as already listed:
SMILES,APP 5UTR inh,TNAP inh hi DEA,bIAP act,RAM network inh,FLuc inh counter,FLuc stim CS,TNAP act hi DEA,bIAP inhibitor,TNAP inh noacc,L major viab
C=CCNC(=O)C(C)N1C(=O)c2ccccc2C1=O (stereo not given),-3,3,0.9,-0.8,5,0.9,1,11,-6,-6
CC(C(=O)NC1CCCC1)N(C(=O)c1snc(C(N)=O)c1N)c1ccc2c(c1)OCCO2 (stereo not given),20,-8,0.9,3.3,-7,1.1,1.1,5,2,12

# By substructure, the compounds so far with a nitro group on carbon (7)
SMILES,APP 5UTR inh,TNAP inh hi DEA,bIAP act,RAM network inh,FLuc inh counter,FLuc stim CS,TNAP act hi DEA,bIAP inhibitor,TNAP inh noacc,L major viab
CCC(Nc1ccc(OC)cc1)C(=O)N/N=C/c1ccc([N+](=O)[O-])cc1 (stereo not given),-13,0,0.9,0.1,-3,1,1,11,-5,-4
CCOCCc1nnc(NC(=O)c2cc(OC)c(OC)cc2[N+](=O)[O-])s1,13,-6,0.9,2.3,-5,1.1,1.1,14,-7,-4
COc1ccc(NC(=O)c2nc(C)n(-c3ccc([N+](=O)[O-])cc3)n2)cc1,-7,0,1,2.4,0,1,1,5,-6,16
CC(Oc1cc(F)ccc1[N+](=O)[O-])C(=O)N(C)CC(=O)Nc1ccccc1C(F)(F)F (stereo not given),-4,-1,0.9,1.5,-3,1,1,5,-11,-7
Cc1cc([N+](=O)[O-])nn1CCCC(=O)NCc1ccc(F)cc1,3,-3,1,0.5,-7,1.1,1,-3,-3,-9
O=C(CSc1nc2ccccc2n1S(=O)(=O)c1cccc([N+](=O)[O-])c1)NCc1cccs1,0,0,0.9,1.5,0,1,1,14,4,4
O=C(COc1cccnc1[N+](=O)[O-])Nc1ccc(N2CCOCC2)cc1,-9,2,1.1,2.1,-1,1,1,-14,-6,-1
